Assay outcomes from PubChem BioAssay.
LMPTP block: LMPTP phosphatase inhibitors, primary screen, biochemical, fluorescence intensity, uHTS. recombinant LMPTP-A, OMFP fluorogenic substrate. inhibition, % at 20 µM. 360,000 compounds, 0.22% hits;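 active means compounds that cut the enzyme signal by at least half of the control window in the single-dose screen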;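 further: plate controls were DMSO wells with enzyme plus substrate for no effect and substrate without enzyme for full effect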
Target sequence (P24666 whole entry, looked up): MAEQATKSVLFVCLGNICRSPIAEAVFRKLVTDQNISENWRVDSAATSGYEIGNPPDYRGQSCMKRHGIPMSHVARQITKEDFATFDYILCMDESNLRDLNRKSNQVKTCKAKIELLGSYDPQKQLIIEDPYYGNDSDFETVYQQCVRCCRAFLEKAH
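Assay system: LMPTP-A enzyme. Input: 0.625 nM LMPTP-A final. Probe or stimulus: 400 µM OMFP. Compound dosing: single 20 µM dose. Schedule: 50 min dark incubation at room temperature. Detection: fluorescence intensity of OMFP turnover product. Read-out: percent inhibition versus substrate-only and uninhibited controls. Benchmarks: no-enzyme low control, uninhibited high control.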
MsrA inhibitor: bovine MsrA enzyme inhibitors, primary screen, biochemical, absorbance, HTS | purified bovine MsrA, absorbance read-out | inhibition, % at 15.5 µM | 360,000 compounds, 0.75% hits | Methionine sulfoxide reductase A (Bos taurus) | AID 651718, 2012; in the data active means inhibition above about 4.5%;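 further: 0% = vehicle wells with enzyme and 100% = reference inhibitor wells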
SUMO1 PPI mod: modulators of SUMO1 protein-protein interactions, primary screen, biochemical, uHTS; AID 602429, 2012; Small ubiquitin-related modifier 1 (Homo sapiens), P63165; SUMO1 binding to a labelled peptide, TR-FRET, 1 h; 360,000 compounds, 0.33% hits; inhibition, % at 20 µM; in the data active means inhibition above about 37%
Target sequence (P63165 whole entry, looked up): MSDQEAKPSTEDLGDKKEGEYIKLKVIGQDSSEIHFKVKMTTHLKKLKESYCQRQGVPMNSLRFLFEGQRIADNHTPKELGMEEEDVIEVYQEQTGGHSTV
STEP block: STEP phosphatase inhibitors, primary screen, biochemical, fluorescence intensity, uHTS | AID 588621, 2011 | inhibition, % at 20 µM | 360,000 compounds, 0.25% hits | Tyrosine-protein phosphatase non-receptor type 5 (Homo sapiens), P54829 | recombinant STEP, OMFP fluorogenic substrate;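 active means inhibition at 20 µM, scaled per plate between control wells, above about 37%, limit read from the data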;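 further: 0% = DMSO with enzyme and substrate and 100% = substrate only without enzyme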
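Assay system: isolated STEP enzyme. Buffer or medium: pH 6.0 Bis-Tris with DTT and Tween 20. Also added: fluorogenic phosphatase substrate OMFP at 25 µM final. Dosing: 20 µM, 1% DMSO. Timing: 20 min reaction, room temperature, in the dark. Measured by: fluorescence intensity, excitation 480 nm, emission 540 nm. Evaluation: normalized % inhibition.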
Rpn11 block: Rpn11 (PSMD14) deubiquitinase inhibitors, primary screen, biochemical, fluorescence polarization, uHTS. human 26S proteasome, Ub4-pepOG fluorescence polarization; 20S core pre-blocked with epoxomicin. 26S proteasome non-ATPase regulatory subunit 14 (Homo sapiens), O00487. 360,000 compounds, 0.59% hits. calls only at 20 µM;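 active means inhibition at 20 µM, scaled to each plate's controls, above about 33%, limit read from the data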
CSN deneddyl inh: inhibitors of CSN-mediated cullin deneddylation, primary screen, biochemical, fluorescence polarization, uHTS; Purified CSN, SCF-Nedd8-OG deneddylation; inhibition, % at 12.5 µM; 360,000 compounds, 0.38% hits; AID 651999, 2013;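 active means pattern-corrected inhibition above about 35%, with an unprinted fluorescence ratio check between 0.5 and 1.5, limit read from the data, passing the limit was not always enough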;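 further: 0% = enzyme with substrate and 100% = substrate without enzyme; some results filed as inactive read as strong as hits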
Target sequence (Q92905 whole entry, looked up, one chain of several): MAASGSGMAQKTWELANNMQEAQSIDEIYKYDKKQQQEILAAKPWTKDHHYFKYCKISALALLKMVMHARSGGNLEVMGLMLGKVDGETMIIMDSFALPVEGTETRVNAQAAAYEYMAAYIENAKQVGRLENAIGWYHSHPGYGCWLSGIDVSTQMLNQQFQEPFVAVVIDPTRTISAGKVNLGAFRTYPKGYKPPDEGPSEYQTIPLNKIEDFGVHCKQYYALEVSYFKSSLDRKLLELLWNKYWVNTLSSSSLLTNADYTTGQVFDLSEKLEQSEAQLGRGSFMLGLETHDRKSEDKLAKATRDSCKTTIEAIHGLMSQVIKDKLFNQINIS
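assay system = purified human Csn5 enzyme expressed in HEK293T cells | amount = 0.24 nM enzyme | buffer or medium = Tris/NaCl/DTT buffer, pH 7.5 | reagent = 10 nM SCFSkp2-Nedd8OG | compound = one concentration, 12.5 µM, 0.25% DMSO | times = 90 min reaction at room temperature | signal = FP | read-out basis = % inhibition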
DNMT1 inh: human DNMT1 methyltransferase inhibitors, primary screen, biochemical, molecular beacon, fluorescence, HinP1I cleavage, uHTS; 360,000 compounds, 0.83% hits; inhibition (reported as % activation of signal), % at 10 µM; AID 588458, 2011; DNA (cytosine-5)-methyltransferase 1 (Homo sapiens), P26358; in the data active means inhibition above about 50%
Scp1 inh: Scp-1 phosphatase inhibitors, primary screen, biochemical, colorimetric, uHTS | Recombinant Scp1, phosphopeptide, malachite green phosphate absorbance | Carboxy-terminal domain RNA polymerase II polypeptide A small phosphatase 1 (Homo … | 340,000 compounds, 0.88% hits | inhibition, % at 20 µM;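 active means inhibition above about 50% at 20 µM, limit read from the data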;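 further: plate controls were DMSO wells with enzyme for no effect and wells lacking enzyme for full effect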
Target sequence (Q9GZU7 76-261 limits assumed): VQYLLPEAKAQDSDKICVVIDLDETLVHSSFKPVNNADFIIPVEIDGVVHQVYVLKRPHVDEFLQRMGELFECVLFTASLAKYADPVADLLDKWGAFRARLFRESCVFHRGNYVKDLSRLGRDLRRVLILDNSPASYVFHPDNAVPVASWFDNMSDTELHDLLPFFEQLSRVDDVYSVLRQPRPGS
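Test system: SCP-1 catalytic domain; Buffer or medium: Acidic Tris acetate buffer with magnesium and detergent; Also added: Phosphorylated 17-residue peptide substrate; Compound: single 20 µM dose, 1% DMSO; Schedule: enzyme reaction 45 min at room temperature, colour 5 min, stabilisation 30 min; Signal: Phosphate-binding colour reagent, absorbance read at 630 nm.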
Tb MetRS inh: T. brucei MetRS inhibitors, primary screen, biochemical, luminescence; methionyl-tRNA synthetase (Trypanosoma brucei brucei); purified T. brucei MetRS, ATP depletion, Kinase-Glo luminescence; inhibition, % at 11.9 µM; 360,000 compounds, 0.4% hits;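 active means inhibition above a per-plate cutoff of the control wells' mean inhibition plus 3 SD, cut at about 5.5% in these data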;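 further: 0% = DMSO wells median and 100% = median of wells with control inhibitor compound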
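Material: T. brucei methionyl-tRNA synthetase, purified; reagent: substrates ATP, L-methionine and bulk Escherichia coli tRNA; dosing: 11.9 µM single point; timing: 15 min plus 2 h at 25 °C; detection: luminescence of leftover ATP; evaluation: % inhibition; control set: DMSO-only wells as low control; replicates: singlicate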
NadD block: inhibitors of S. aureus NadD, primary screen, biochemical, colorimetric, uHTS | purified NadD enzyme, colorimetric absorbance read-out | inhibition, % at 20 µM | 360,000 compounds, 0.78% hits | AID 602399, 2012; in the data active means inhibition above about 26%; further: some compounds past the cut are filed as inactive
Active calls of the source: *; i = inactive; + = active, no number; & = joins results of further samples.

cpd	Molecule	LMPTP block	MsrA inhibitor	SUMO1 PPI mod	STEP block	Rpn11 block
1	O=C(Cc1cccs1)N(Cc1cccs1)C1(C(=O)NC2CCCC2)CCCCC1	-1.6	-0.4	3	-1	+
2	CCOc1ccc(C(=O)NCCc2cnc[nH]2)cc1OCC	-2.2	0.2	2	-3	i
3	Cc1ccc(C(=O)CSc2nnc(-c3ccc4[nH]c(C)c(C)c4c3)o2)cc1C	-1.7	0.0	-1	4	i
4	CC(=O)c1cccc(NC(=O)N2CCCC2C(=O)Nc2cccc(C)c2C)c1 (centres undefined)	-0.6	-0.2	0	-5	i
5	O=S(Cc1ccc(Br)cc1)Cc1nnc(SCc2ccc(Br)cc2)n1-c1ccccc1 (centres undefined)	3.2	0.1	-2	0	i
6	CCOC(=O)Cc1ccc(NC(=O)c2ccc(C(C)(C)C)cc2)cc1	-0.2	1.5	1	0	i
7	CCc1nn(CC(=O)NCCCN2CCCC2=O)c(=O)c2cc3sccc3n12	-0.5	1.4	-1	-1	i
8	COc1ccc(C/C(N)=N/OC(=O)Cc2ccccc2)cc1	0.1	0.2	-2	-6	i
9	Cc1c(/C=N\NC(=O)c2ccc(F)cc2)cnn1C	-0.6	-0.6	-1	-2	i
10	CCCCCN(C(=O)CCC(=O)OCC(=O)N(CC)C1CCCCC1)c1c(N)n(CCCC)c(=O)[nH]c1=O	-0.5	-2.2	-1	-2	i
11	Cc1ccc(N2C(=O)C3N=NN(CC(=O)N4N=C(c5ccccc5)CC4c4ccccc4)C3C2=O)cc1 (centres undefined)	1.7	0.8	-5	3	i
12	CCn1c(O)c(N=N)c2ccccc21	1.8	0.9	-7	2	i

cpd	CSN deneddyl inh	DNMT1 inh	Scp1 inh	Tb MetRS inh	NadD block
1	-3	-1	1	-0.1	2
2	-2	0	-6	0.7	-3
3	-6	47	-9	-0.6	6
4	-3	1	0	0.3	-1
5	1	-2	7	-0.4	3
6	1	-4	-15	-1.9	-2
7	-2	0	2	-0.5	3
8	4	2	-4	-0.4	-2
9	-2	2	1	-0.4	-3
10	0	0	-3	-0.2	1
11	6	-3	-2	-0.4	43*
12	-3	1	-8	-0.8	-5

The listing continues:
cpd	Molecule	LMPTP block	MsrA inhibitor	SUMO1 PPI mod	STEP block	Rpn11 block
13	COC(=O)/C=C1/SC(=NC(=O)c2ccccc2)NC1=O	-1.2	-0.4	-6	-2	i
14	CCCC(=O)Nc1ccc(S(=O)(=O)N2CCOCC2)cc1	-2.1	-0.2	-1	-1	i
15	COc1ccc(/C=C/C2=Nc3ccccc3NC(C)(C)C2)cc1OC	0.6	2.9	-10	0	i
16	COc1ccc(NC(=O)c2cc(C)nc3ccccc23)cc1S(=O)(=O)Nc1ccccc1Cl	2.4	-1.0	-5	-2	i
17	CCn1cc(CNC(=O)c2cccc([N+](=O)[O-])c2)c(C)n1	-1.4	0.8	-12	-3	i
18	COCCCN1C(=O)C(O)=C(C(=O)c2ccco2)C1c1cccc(Br)c1 (centres undefined)	-0.6	1.7	-6	1	i
19	COc1ccc(N(C(=O)c2ccc(Cl)cc2)C2=CC3CCC(C2)N3C)cc1 (centres undefined)	-0.3	0.5	3	-4	i
20	COC(=O)Nc1ncc(CN2C(=O)c3ccccc3C2=O)s1	-0.3	-0.3	-11	2	i
21	CSc1nc(C)c(CCOCc2ccc(F)cc2)c(=O)[nH]1	-1.7	1.7	3	-5	i
22	CCc1nnc(NC(=O)CCS(=O)(=O)c2ccccc2)s1	-1.8	-0.4	-2	-3	i
23	NS(=O)(=O)c1ccc(N2C(=O)C(=O)/C(=C(/O)c3ccccc3)C2c2ccc(Cl)cc2)cc1 (centres undefined)	3.8	3.0	-21	5	i
24	COc1ccccc1NC(=O)NCCN1CCCCC1	-2.6	-0.5	0	3	i

cpd	CSN deneddyl inh	DNMT1 inh	Scp1 inh	Tb MetRS inh	NadD block
13	0	16	-8	0.1	-4
14	1	-5	-9	0.1	4
15	3	-3	-13	-0.5	-4
16	2	-6	1	-0.7	4
17	-23	5	-3	-0.3	-2
18	-4	2	0	-0.2	5
19	-1	4	0	-1.4	-9
20	2	-2	-7	0.1	-3
21	0	14	-4	-0.1	-1
22	0	1	6	-0.6	3
23	0	6	-11	-1.3	2
24	1	-1	0	-2.0	-7

Next part.
cpd	Molecule	LMPTP block	MsrA inhibitor	SUMO1 PPI mod	STEP block	Rpn11 block
25	Cc1ccc(NC(=O)CSc2n[nH]c(-c3cccnc3)n2)c(Br)c1	-1.2	-0.7	3	3	i
26	COCCNC(=O)C(c1ccc(F)cc1)N(Cc1cccs1)C(=O)CCC(=O)Nc1ccccn1 (centres undefined)	-0.9	2.4	3	-2	i
27	Cc1csc(=O)n1CC(=O)Nc1nc2ccccc2s1	0.3	-0.6	5	-1	i
28	CC1CCCCC1NC(=O)c1ccc(S(=O)(=O)NCc2ccco2)cc1 (centres undefined)	0.0	0.2	2	-2	i
29	C=CCn1c(P(C)(=O)O)nc2ccccc21	-1.8&-1.0	-1.0&1.4	1&0	-2&-4	i
30	Cc1c(Cl)cccc1NC(=O)c1cc(S(=O)(=O)N2CCOCC2)cn1C	-2.6	-1.1	0	-1	i
31	CC(C)CCC(CCNCc1ccccn1)c1ccc2c(c1)OCO2 (centres undefined)	-0.6	-0.1	-1	2	i
32	CC(C)CN1C2CCCC1CC(NC(=S)NCc1ccco1)C2 (centres undefined)	0.7	1.1	-2	2	i
33	CCCc1nnc(NC(=O)CCC(=O)NCc2ccccc2OC)s1	-1.0	-0.2	0	1	i
34	Cc1ccc2c(Cl)c(C(=O)NC3CC3)sc2c1	-1.0	0.5	-6	-1	i
35	CC(NC(=O)Cc1ccc([N+](=O)[O-])cc1)c1ccc2c(c1)OCO2 (centres undefined)	-1.4	0.2	-13	-3	i
36	O=C(NCCN1CCN(C(=O)c2ccccc2Cl)CC1)C(=O)NCc1ccccc1	-1.1	-0.8	5	4	i

cpd	CSN deneddyl inh	DNMT1 inh	Scp1 inh	Tb MetRS inh	NadD block
25	1	1	-5	-0.2	0
26	-5	2	-1	-0.5	-3
27	6	-2	-2	0.1	-7
28	6	-1	-4	0.1	-3
29	0&0	-1&0	-1&4	-0.9&-1.0	3&-4
30	-2	2	2	-0.1	-3
31	3	1	-4	-0.2	-1
32	2	-6	-5	-0.7	1
33	-1	-1	-4	0.2	-5
34	-3	1	-5	-0.2	-1
35	-1	-1	-4	0.2	-5
36	-1	-3	-1	-0.2	-5

Looked up one by one from the entries so far (three):
cpd	Molecule	LMPTP block	MsrA inhibitor	SUMO1 PPI mod	STEP block	Rpn11 block
35	CC(NC(=O)Cc1ccc([N+](=O)[O-])cc1)c1ccc2c(c1)OCO2 (centres undefined)	-1.4	0.2	-13	-3	i
33	CCCc1nnc(NC(=O)CCC(=O)NCc2ccccc2OC)s1	-1.0	-0.2	0	1	i
28	CC1CCCCC1NC(=O)c1ccc(S(=O)(=O)NCc2ccco2)cc1 (centres undefined)	0.0	0.2	2	-2	i

cpd	CSN deneddyl inh	DNMT1 inh	Scp1 inh	Tb MetRS inh	NadD block
35	-1	-1	-4	0.2	-5
33	-1	-1	-4	0.2	-5
28	6	-1	-4	0.1	-3

More entries.
cpd	Molecule	LMPTP block	MsrA inhibitor	SUMO1 PPI mod	STEP block	Rpn11 block
37	O=S(=O)(Nc1nc2ccccc2nc1Nc1ccc2c(c1)OCO2)c1ccccc1	1.6	0.0	14	0	i
38	CCc1ccc(CN(C)Cc2nc(-c3cccc(Cl)c3)no2)nc1	0.2	-0.6	-1	0	i
39	CN(CC(=O)Nc1ccc(F)cc1)c1ccc(S(=O)(=O)N2CCCCC2)cc1[N+](=O)[O-]	1.2	-0.5	-1	6	i
40	O=C(CSc1n[nH]c(-c2cccnc2)n1)Nc1ccccc1[N+](=O)[O-]	-2.5	0.0	-18	-1	i
41	Cc1ccc2nc(NCCO)nc(-c3ccccc3)c2c1	0.2	-0.3	-7	0	i
42	COc1ccccc1NC(=O)CSc1ccc(-c2ccc(-n3cccn3)cc2)nn1	3.1	-1.2	-3	0	+
43	COC(=O)[C@H](CC(C)C)NC(=O)Cn1cnc2c(NCc3ccccc3)ncnc21	-1.0	1.8	2	-1	i
44	COc1cc(C(=O)NCCc2ccc3c(c2)OCO3)cc(OC)c1OC	-2.6	0.4	2	0	i
45	Cc1c(NC(=O)CCC2CCCCC2)cc(C(=O)N2CCOCC2)cc1[N+](=O)[O-]	-2.0	1.3	-6	-4	i
46	CC[n+]1c(/C=C/c2ccc(OC(C)=O)c(OC)c2)ccc2ccccc21	0.8	2.5	-44	-1	i
47	O=C1C(=O)N(CC2CCCO2)C(c2ccco2)/C1=C(/O)c1ccc(F)cc1 (centres undefined)	-1.5	2.3	5	-2	i
48	COC(=O)CCc1c(COC(C)=O)[nH]c(C(=O)OCc2ccccc2)c1C	3.1	1.3	-2	-1	i
49	Cc1cccc(OCC(=O)N(Cc2cccs2)C2CCS(=O)(=O)C2)c1 (centres undefined)	-0.6	1.5	0	-3	i

cpd	CSN deneddyl inh	DNMT1 inh	Scp1 inh	Tb MetRS inh	NadD block
37	1	-8	-13	0.1	8
38	-1	-1	-3	0.0	0
39	-2	-1	-4	-0.4	-1
40	-1	0	1	0.1	0
41	0	-1	-14	-0.6	12
42	4	1	1	-0.6	1
43	2	1	4	1.1	6
44	1	-1	-12	-0.1	-1
45	-7	7	12	-2.0	-1
46	-2	-4	55*	-0.7	18
47	-9	-2	1	-0.2	-3
48	2	-3	0	-1.6	-5
49	3	0	-3	-0.3	-1
